Assay outcomes (PubChem)
PAX8 reporter = lowers PAX8-driven luciferase in RMG-I cells | RMG-I TPO-luciferase reporter, SteadyGlo, 24 h | inhibition, % at 12.6 µM | 360,000 compounds, 1.2% hits | AID 652154;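 active means mean replicate inhibition at least 60% with every replicate also reaching 60%; inconclusive means only one of the two criteria is met; inactive means mean below 60% and not all replicates reaching 60%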;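 further: luciferase light reporting Pax8 driven TPO promoter activity; plate controls were median of neutral control wells for no effect and mitoxantrone controls for full effect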
miR122 inh = inhibitors of miR-122 in Huh7 cells; activation (reporter increase), % at 12.5 µM; Huh7 miR-122 Renilla luciferase sensor, 48 h; neutral wells = 0, positive control = 100; 340,000 compounds, 0.3% hits;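 active means mean replicate activation score at least 90 and every replicate individually at or above 90; inconclusive means only one of the two criteria met; inactive means neither criterion met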;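 further: higher luciferase means less miR-122 activity so hits act as miR-122 inhibitors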
EWS-Fli inh = EWS/Fli transcriptional activity inhibition. A673 NR0B1-luciferase reporter, viability-normalised. inhibition, % at 12.6 µM. 350,000 compounds, 0.67% hits;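 active means mean inhibition of at least 50% after viability correction, with every replicate also passing that limit; inconclusive means mean reaches 50% but only one of two replicates passes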;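 further: firefly luciferase signal divided by Alamar Blue viability fluorescence both relative to DMSO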
DENV2 CPE rescue = protects cells from dengue virus 2 cytopathic effect | CPE inhibition, % at 9.99 µM | AID 651640 | DENV2-infected cells, cytopathic effect rescue, plate reader | 350,000 compounds, 1.7% hits; in the data active means CPE inhibition above about 20%, passing the limit was not always enough; inconclusive means no clear call, values can overlap the other calls; tested in BHK-21 cells;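 further: 0% = median of neutral control wells and 100% = median of positive control wells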
GSIS activator = primary screen for activators of insulin secretion dependent on glucose, INS-1E cells, GLuc reporter luminescence. INS-1E GLuc reporter insulin secretion, 2-3 h. activation, % at 16.6 µM. 370,000 compounds, 0.61% hits;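 active means lowest replicate activation of at least 40%, so every replicate reaches that level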;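 further: 0% = median of neutral control wells and 100% = median of IBMX positive control wells; some compounds called inactive have numbers as strong as hits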
CFTR F508del cor = correctors of CFTR F508del function in bronchial epithelial cells; CFBE cells, YFP halide quenching; stimulated with forskolin plus potentiator P3; % fluorescence drop versus neutral controls; activity (quench increase), % at 7.58 µM; 350,000 compounds, 0.36% hits; AID 720511;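 active means mean added fluorescence quench of at least 8% versus neutral control, with both replicates also reaching 8%; inconclusive means only one of the mean or replicate conditions met; inactive means mean below 8% and not both replicates reaching 8%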;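 further: cells transiently co-express mutant CFTR-F508del with the halide-sensitive YFP; corrector assay measuring rescue of mutant channel to the surface after 24 h compound exposure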
FN deposit inh = fibronectin deposition inhibition; AH1F fibroblasts, Alexa488-fibronectin deposition fluorescence, overnight; inhibition, % at 12.6 µM; 350,000 compounds, 0.086% hits;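 active means mean inhibition across replicates of 30% or more, regardless of how many single replicates reach that level; inconclusive means mean under 30% yet at least half of replicates reach 30%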;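 further: positive control wells lacked labelled fibronectin entirely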
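Assay system: AH1F fibroblasts / Quantity: 10000 cells per well / Medium: DMEM plus 2% serum, read in PBS / Reagent: labelled fibronectin 24 nM / Dosing: single dose, pinned / Times: 1 h cell attachment, overnight exposure to compound and label / Signal: fluorescence, ex 485 nm, em 525 nm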
The depositor's hits bear a star; ? = inconclusive; . = no result given; [ ] = dose if it differs, or a comment.

SMILES | PAX8 reporter | miR122 inh | EWS-Fli inh | DENV2 CPE rescue | GSIS activator | CFTR F508del cor | FN deposit inh
CN(C(=O)COC(=O)c1nc(Cl)ccc1Cl)c1ccccc1 | 0.5 | 2.9 | -14.6 | 5.3 | 3.0 | -4.2 | -3.3
C[C@@H]1CCCCO[C@@H](CN(C)C(=O)c2ccncc2)[C@H](C)CN([C@H](C)CO)C(=O)c2cc(NS(=O)(=O)c3ccccc3)ccc2O1 | -15.5 | 1.0[16.7 µM] | -3.5 | -2.5 | 6.4 | 0.4 | .
O=C(Nc1cccc([N+](=O)[O-])c1)C1C2CCCCC21 (configuration not stated) | -31.9 | -4.6 | -9.7 | 3.0 | . | 0.2 | 3.0
C[C@@H]1CN([C@H](C)CO)S(=O)(=O)c2ccc(-c3ccccc3F)cc2O[C@@H]1CN(C)C(=O)C1CC1 | . | -14.6[16.7 µM] | -11.5 | 4.0 | -14.2 | -3.9 | .
CCN(CC)S(=O)(=O)c1ccc(Cl)c(C(=O)NNC(=O)c2csc(N3CCOCC3)n2)c1 | 2.8 | 4.9 | 0.9 | -1.8 | -2.5 | -3.6 | .
O=C(c1nc2ccc(Cl)cn2c1CNCC[C@@H]1C[C@@H]2C=C[C@H]1C2)N1CCCCCCC1 | 28.0 | 6.6 | 7.4 | 3.8 | -13.0 | 2.5 | .
COc1ccc(CN2C(=O)c3oc4ccccc4c(=O)c3C2c2ccc(O)c(OC)c2)cc1 (configuration not stated) | 5.1 | 9.6 | -11.1 | ? | 3.6 | 2.7 | -3.3
C[C@H]1CN([C@@H](C)CO)C(=O)c2cccc(NC(=O)Nc3ccc4c(c3)OCO4)c2O[C@H]1CN(C)Cc1ccccc1 | 2.7 | 15.7[16.7 µM] | -6.5 | 5.0 | -7.1 | -1.6 | .
O=[N+]([O-])c1ccc(COc2ccc(CNc3ccccc3)cc2)cc1 | -15.0 | -5.1 | . | . | 2.2 | . | .
O=C(c1ccncc1)N1CC2(C1)[C@@H](c1ccccc1)[C@@H](CO)N2Cc1ccccn1 | 6.7 | . | 13.2 | -2.1 | 6.1 | -0.2 | .
O=C(CSc1ccc(S(=O)(=O)N2CCCC2)cn1)Nc1ccc([N+](=O)[O-])cc1C(F)(F)F | -1.2 | 1.7 | 2.5 | -5.0 | -26.6 | -4.1 | -4.6
CN=C1NC(C)(C)C2CCC(C)(CC2)S1 | -9.8 | -2.5 | 1.0 | -4.2 | . | -1.7 | 3.8
COc1ccc(C2CC(Cn3cc(C#N)c(=O)n(C)c3=O)ON2C)cc1 (configuration not stated) | 8.0 | 1.2 | 9.6 | . | 6.8 | 0.5 | 7.1
O=C1c2cccc3cccc(c23)C(=O)C1(O)O | 12.6 | . | -10.5 | -3.1 | 74.8 | 3.7 | 24.9
O=C(C1CCCN(S(=O)(=O)c2ccc(Cl)cc2)C1)N(Cc1cccs1)C1CC1 (configuration not stated) | 6.1 | -1.2 | . | . | . | . | 2.0
COc1cc(F)ccc1-c1cc(C(=O)Nc2ccc(C)c(NS(C)(=O)=O)c2)[nH]n1 | 12.0 | -3.8 | 0.2 | -3.8 | -0.3 | -0.6 | 8.2
CC(Oc1ccc2c3c(c(=O)oc2c1)CCCC3)C(=O)NC1CC(C)(C)NC(C)(C)C1 (configuration not stated) | -0.5 | -8.8 | . | 1.1 | 13.3 | 0.2 | 8.3
Cc1ccc(/C=N/NC(=O)c2nnn(-c3nonc3N)c2CN(C)c2ccccc2)s1 | 3.7 | 2.1 | . | -3.8 | -2.4 | 0.9 | 3.0
O=C(NCC1COc2ccccc2O1)c1ccc(Cl)cc1 (configuration not stated) | -212.3 | 4.9 | . | . | . | . | -9.4
Cc1noc(C)c1S(=O)(=O)Nc1ccc2c(c1)CC(=O)N([C@@H](C)CO)C[C@@H](C)[C@@H](CN(C)Cc1ccc(Cl)c(Cl)c1)O2 | 9.1 | -0.5[16.7 µM] | -2.1 | 0.6 | -10.5 | 2.0 | -0.4

The list goes on, starting with the last 4 of the part before.
SMILES | PAX8 reporter | miR122 inh | EWS-Fli inh | DENV2 CPE rescue | GSIS activator | CFTR F508del cor | FN deposit inh
CC(Oc1ccc2c3c(c(=O)oc2c1)CCCC3)C(=O)NC1CC(C)(C)NC(C)(C)C1 (configuration not stated) | -0.5 | -8.8 | . | 1.1 | 13.3 | 0.2 | 8.3
Cc1ccc(/C=N/NC(=O)c2nnn(-c3nonc3N)c2CN(C)c2ccccc2)s1 | 3.7 | 2.1 | . | -3.8 | -2.4 | 0.9 | 3.0
O=C(NCC1COc2ccccc2O1)c1ccc(Cl)cc1 (configuration not stated) | -212.3 | 4.9 | . | . | . | . | -9.4
Cc1noc(C)c1S(=O)(=O)Nc1ccc2c(c1)CC(=O)N([C@@H](C)CO)C[C@@H](C)[C@@H](CN(C)Cc1ccc(Cl)c(Cl)c1)O2 | 9.1 | -0.5[16.7 µM] | -2.1 | 0.6 | -10.5 | 2.0 | -0.4
C[C@@H]1CN([C@H](C)CO)S(=O)(=O)c2ccc(-c3cccnc3)cc2O[C@H]1CN(C)CC1CC1 | . | -5.7[16.7 µM] | -19.8 | 6.5 | 0.7 | -2.5 | -0.4
NC(=O)CN(c1ccc([N+](=O)[O-])cc1)S(=O)(=O)c1ccccc1 | -6.6 | 0.5 | 1.7 | -2.8 | 19.3 | 3.2 | -1.4
CCN(Cc1ccc(O)cc1)CC1CCCN(CCc2cccc(F)c2)C1 (configuration not stated) | -11.0 | -1.1 | 20.8 | ? | 4.3 | -1.7 | -10.0
S=C1N[C@H]2CCCC[C@@H]2N1 | 6.1 | -5.7 | 10.3 | 3.0 | 4.3 | 0.8 | -0.5
COc1ccc(C(=O)Nc2ccccc2C(=O)NCC2CCCO2)cc1 (configuration not stated) | -3.7 | -2.9 | -0.8 | -0.2 | 52.2* | 2.2 | 1.0
O=C(c1cccnc1)N1CCN(S(=O)(=O)c2ccc3ccccc3c2)CC1 | 15.9 | 0.5 | . | . | . | . | -2.8
O=C(C(Cc1ccccc1)n1cccc1)N1CCCCCC1 (configuration not stated) | 10.0 | -5.0 | -1.4 | 3.8 | -14.1 | 0.6 | 0.4
COc1ccc(N2CCN(C(=O)CCC(=O)NNc3nc4ccccc4c4nc(C)nn34)CC2)cc1 | -3.5 | . | . | -4.7 | 1.7 | 1.4 | 14.6
C=CCN1C(=O)c2ccccc2NC1c1cc(Br)cs1 (configuration not stated) | 19.9 | -1.2 | 4.2 | 7.0 | 8.0 | -3.1 | -0.9
COc1ccc(S(=O)(=O)Nc2cccc3c2O[C@@H](CN(C)Cc2ccc(C(F)(F)F)cc2)[C@H](C)CN([C@H](C)CO)C3=O)cc1 | . | 102.2*[16.7 µM] | -3.6 | 7.1 | -6.4 | -2.3 | -13.8
C[C@H]1CN([C@@H](C)CO)C(=O)c2cc(Br)cnc2O[C@@H]1CN(C)C(=O)C1CC1 | . | -0.1[16.7 µM] | -5.5 | . | 24.8 | 0.7 | -22.2
COc1ccc(Cc2nnc(N)s2)cc1 | 8.6 | -3.5 | . | . | . | . | 6.5
COCCNC(=O)[C@H]1[C@H](CO)[C@H]2Cn3c(cccc3=O)[C@@H]1N2Cc1cc(F)ccc1F | -9.5 | -1.4[16.7 µM] | -0.1 | 39.8* | 21.8 | -4.8 | .
C[C@@H]1CCCCO[C@@H](CN(C)S(=O)(=O)c2cn(C)cn2)[C@H](C)CN([C@H](C)CO)C(=O)c2cc(NS(=O)(=O)c3ccccc3)ccc2O1 | -8.5 | -0.3[16.7 µM] | -19.4 | 5.6 | 15.8 | 1.9 | -2.3
COc1ccc(/C=C2\SC(=S)N(CC(=O)OCC(=O)Nc3ccc(C)cc3Cl)C2=O)cc1 | 2.2 | -4.8 | -7.3 | 8.7 | -1.5 | 3.4 | .
COCCN1C(=O)N(c2cccc(C)c2)C(=O)C1CC(=O)Nc1ccc(OC)cc1 (configuration not stated) | 13.7 | -0.2 | 20.4 | 11.4 | 22.6 | 2.4 | -8.2
CCOc1ccccc1CNC(=O)C(C)n1nc(C)c2c(C)n(-c3ccccc3)nc2c1=O (configuration not stated) | 16.6 | -2.4 | . | -0.8 | -35.5 | -0.1 | 1.3
C[C@@H]1CCCCO[C@@H](CN(C)S(C)(=O)=O)[C@@H](C)CN([C@H](C)CO)C(=O)c2cc(NS(=O)(=O)c3cn(C)cn3)ccc2O1 | . | 4.0[16.7 µM] | -5.6 | -0.8 | 6.2 | -0.3 | .
O=C(NCC1CCCO1)c1ccc2c(=O)n(-c3ccccc3)c(=S)[nH]c2c1 (configuration not stated) | 24.9 | -0.1 | 3.7 | -1.8 | 6.5 | -5.2 | 0.9
Cc1n[nH]c(C)c1CCNCc1ccc(OCC(O)CN2CCCCC2)cc1 (configuration not stated) | -9.1 | . | 0.2 | -3.8 | -2.6 | -0.8 | .
N#Cc1cccnc1N1CCN(C(=O)c2cccs2)CC1 | -9.8 | -4.5 | -1.7 | 8.2 | 4.1 | 1.4 | 3.9
Cc1ccc(SCc2[nH]nc3c2C(c2ccc(C)o2)C(C#N)=C(N)O3)cc1 (configuration not stated) | . | -6.8 | 7.1 | -3.5 | -7.3 | 1.0 | .
N#Cc1ccc(-c2ccc([C@H]3[C@@H](CO)N4CCCCN(S(=O)(=O)c5ccccc5)C[C@@H]34)cc2)cc1 | -4.5 | 6.6[16.7 µM] | -12.9 | 45.7* | -3.9 | 2.1 | .
Cc1ccccc1NCC(=O)N/N=C\C=C\c1cccc([N+](=O)[O-])c1 | 8.0 | . | 2.0 | -3.3 | 1.0 | 0.8 | 0.9
N#CC1=C(C=Nc2ccccc2O)CCC1 | 4.6 | -2.4 | . | . | . | . | 0.5
O=C(Nc1ccccc1)N1CCN(c2nc3ccccc3s2)CC1 | -1.2 | -27.0 | . | . | . | . | -6.2
C[C@@H]1CN([C@@H](C)CO)C(=O)c2cc(-c3ccncc3)cnc2O[C@@H]1CN(C)C(=O)c1ccc(F)cc1 | 7.1 | 15.6[16.7 µM] | 4.8 | 0.9 | 35.5 | 0.0 | -12.3
CC(C)(C)NC(=O)c1cc(-c2ccccc2)n[nH]1 | -8.2 | 0.0 | -10.1 | -2.2 | -16.8 | 1.2 | 2.9
N#Cc1nc(N2CCCC2)nc(N2CCCC2)n1 | 20.3 | -10.0 | . | . | . | . | 3.3
C[C@H](CO)N1C[C@H](C)[C@@H](CN(C)CC2CCCCC2)Oc2c(NC(=O)Nc3ccc4c(c3)OCO4)cccc2C1=O | -118.5 | 11.1[16.7 µM] | -4.6 | -3.1 | -10.2 | 0.7 | 6.1
COc1ccc(CC2=CC(=O)c3ccccc3C2=O)cc1 | 18.4 | -30.2 | 69.0* | -7.6 | -10.7 | 2.9 | 12.6
C=CC[C@H](CC(=O)NCCO)C(=O)N[C@H](COC(=O)[C@@H](CC=C)Cc1ccc(F)cc1)Cc1ccccc1 | -4.5 | -4.5 | -1.5 | 2.2 | -8.0 | -1.2 | 7.5
COc1ccccc1CNC(=S)Nc1ccc(F)cc1 | -4.4 | . | 14.3 | 1.1 | 3.9 | -5.0 | 3.6
O=C(C[C@H]1C/C=C\C[C@H](Cc2ccc(F)cc2)C(=O)OC[C@@H]2CCCN2C1=O)N[C@H](CO)Cc1ccccc1 | -3.9 | -0.6 | 13.0 | -3.6 | -43.0 | 5.1 | 7.4
O=C(N/N=C1/CCCc2ccccc21)C(c1ccccc1)c1ccccc1 | . | -1.8 | . | . | 14.2 | . | -1.7
COc1ccc(S(=O)(=O)N2CCCCN3[C@H](CO)[C@H](c4ccc(-c5cccnc5)cc4)[C@H]3C2)cc1 | 12.4 | -1.8[16.7 µM] | . | -12.4 | 2.8 | -3.2 | .
